Lipid storage S3 – qHTS Assay for Lipid Storage Modulators in Drosophila S3 Cells | Drosophila S3 cells, BODIPY lipid droplet fluorescence, 18-24 h; cells fed with added oleic acid | Potency in µM for hits, for the others lipid storage change, negative = inhibition, % at the top dose, mostly 46.1 µM | 0.64% of 320,000 active; active = well fitted inhibition curve with a large enough effect in the signal ratio, with a control signal flat, not every such curve was filed as active; inconclusive = small, poorly fitted or top-dose-only effect, or effect the other way, or a change in a side signal; the % refers to the signal ratio
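Drosophila S3 cells got compounds at several concentrations plus oleic acid (400 uM solution). Laser-scanning cytometry with 488 nm excitation read lipid droplets at 500-530 nm and cells at 575-640 nm. Percent activity was relative to 20 uM Triacsin C.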
Lipid storage S3 cell count max – second read-out of Lipid storage S3, no call of its own (marks repeat the call); cell number change, %; measured here: cell count max response;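 cells counted by Cell Tracker Red CMTPX staining in the red channel; peak over a dose series mostly up to 46.1 µM; percent activity relative to internal control wells on each plate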
An asterisk follows results filed as active; i = inactive; ? = inconclusive; nt = not tested or not shown. % is scaled to controls: 0 for no effect and ±100 for the full control effect; potency is read from the fitted curve at half-maximal effect.

Start of the data: the first 4 entries (preview)
SMILES | Lipid storage S3 | Lipid storage S3 cell count max
O=C(O)c1ccccc1Nc1ccnc(C(F)(F)F)c1 | 8.7% | 19.5
CSc1ccc(C=O)cc1 | ? | nt
Cc1cccc(C(=O)NNC(=O)c2ccc(NS(=O)(=O)c3cccs3)cc2)c1C | 12.9% | -5.6
CC(C)(Oc1ccc(Cl)cc1)C(=O)NCC(c1cccs1)N1CCOCC1 (stereo not given) | 24.7% | nt

All compounds of this part, repeating the preview:
SMILES | Lipid storage S3 | Lipid storage S3 cell count max
O=C(O)c1ccccc1Nc1ccnc(C(F)(F)F)c1 | 8.7% | 19.5
CSc1ccc(C=O)cc1 | ? | nt
Cc1cccc(C(=O)NNC(=O)c2ccc(NS(=O)(=O)c3cccs3)cc2)c1C | 12.9% | -5.6
CC(C)(Oc1ccc(Cl)cc1)C(=O)NCC(c1cccs1)N1CCOCC1 (stereo not given) | 24.7% | nt
COc1ccc(S(=O)(=O)N2CCCCC2)cc1NC(=O)CCCOc1ccccc1 | ? | nt
Nc1nc2n(n1)C(=O)CC(c1ccccc1)N2 (stereo not given) | 1.5% | 12.7
Cc1ccccc1-c1nc(CSc2nc3c(c(=O)[nH]2)CCC3)c(C)o1 | 29.0% | -21.7
Cc1ccc(NC(=O)C2CCC(=O)N2C(=O)OCc2ccccc2)cc1 (stereo not given) | ? | nt
O=C(Nc1ccc(N2CCN(C(=O)c3ccccc3)CC2)c(Cl)c1)c1ncn[nH]1 | -7.7% | 15.4
COc1ccccc1-c1ccc(SCC(=O)NCCc2ccccc2)nn1 | 4.6% | -5.5
CCOC(=O)CC1OC(=O)c2cc3c(cc21)C(=O)OC3CC(=O)OCC (stereo not given) | ? | nt
Cc1nc(NC(=O)CCCC(=O)Nc2nc(C)c(C)s2)sc1C | ? | nt
O=C(COC(=O)/C=C/c1ccc(OC(F)F)cc1)NC1CCCC1 | ? | nt
COCC(=O)Nc1ccc(OCc2ccccc2)cc1 | i | 4.0
COc1ccc(Cl)cc1NC(=O)CN(C)C(=O)COc1ccccc1F | -9.5% | -4.7
CCCn1c(SCC(=O)NC(C)c2ccccc2)n[nH]c1=O (stereo not given) | ? | nt
CSCc1cc(N(C)c2ccccc2)nc(-c2ccccc2)n1 | ? | nt
C=CCN(CC=C)S(=O)(=O)c1ccc(NC(=S)NC(=O)/C=C/c2ccc(C)cc2)cc1 | ? | nt
CCC(=O)NC(=S)Nc1ccc(NC(=O)c2ccc([N+](=O)[O-])cc2Cl)cc1 | -10.6% | -6.1
CCC(C)N1CCN(C(=O)C2CCN(S(=O)(=O)c3c(C)noc3/C=C/c3ccco3)CC2)CC1 (stereo not given) | i | 27.1
O=C(O)c1cccc(S(=O)(=O)N2CCCC(c3nc4c(nnn4Cc4ccccc4Cl)c(=O)[nH]3)C2)c1 (stereo not given) | i | 10.0
Cc1nn(Cc2cccc(C(=O)Nc3ccn(Cc4ccccc4)n3)c2)c(C)c1[N+](=O)[O-] | ? | nt
Cn1nccc1C(=O)N1CCCC(Nc2ccc(F)cc2)C1 (stereo not given) | -2.4% | 11.1
CCOc1ccc(C(=O)NC(C(=O)NCCc2ccc(S(N)(=O)=O)cc2)C(C)C)cc1 (stereo not given) | ? | nt
O=C(Nc1ccc(S(=O)(=O)Nc2ncccn2)cc1)c1ccc(S(=O)(=O)N2CCCC2)cc1 | ? | nt
SMILES | Lipid storage S3 | Lipid storage S3 cell count max
COc1cc(/C=N/NC(=O)c2nnn(-c3nonc3N)c2C(C)C)ccc1O | 10.6% | -2.4
CS(=O)(=O)c1ccc(C(=O)OCC(=O)N2CCCc3ccccc32)cc1 | 9.8% | 2.0
Cc1ccc2nc(SCC(=O)Nc3nnc(SCC(N)=O)s3)[nH]c2c1 | ? | nt
COc1ccccc1NC(=O)c1nnn(CC(=O)Nc2cccc(SC)c2)c1N | ? | nt
COCC(C)NC(=O)CSc1nc2ccccc2n1CCc1ccccc1 (stereo not given) | -3.5% | -7.0
CCCCC1=CC2=C(c3ccco3)C(=O)C(C)(OC(=O)c3ccc(OC)cc3)C(=O)C2=CN1CC(C)C (stereo not given) | -18.1% | -13.2
COc1ccc(N2C(=O)CCC(C(=O)N3CCN(c4ccccn4)CC3)C2c2ccc(F)cc2)cc1 (stereo not given) | -3.6% | -6.4
CCOC(=O)c1cc(C(=O)NN)c(=O)[nH]c1C | -8.8% | -9.9
COc1ccc(Br)cc1CNc1ccccc1 | ? | nt
O=C(CCCC(=O)N(c1ccc2c(c1)OCCO2)C(C(=O)NC1CCCCC1)c1ccc(Cl)cc1)Nc1ccccn1 (stereo not given) | ? | nt
O=C(Nc1nnc(SCc2ccc(F)cc2)s1)c1ccco1 | ? | nt
Cc1nc2ccccc2c(=O)n1NC(=O)c1cccnc1Cl | ? | nt
Cn1nnnc1Sc1ncnc2scc(-c3ccc[nH]3)c12 | 7.8% | -5.5
CCOC(=O)C1CCN(C(=O)CCS(=O)(=O)c2ccc3c(c2)CCN3C(=O)CC)CC1 | 0.1% | 8.6
O=C(/C=C/c1ccccc1)N/C(=C/c1ccccc1)C(=O)N1CCOCC1 | ? | nt
COC(=O)COc1nsnc1N1CCOCC1 | 5.8µM* | 1.3*
Cc1[nH]c2ccccc2c1C(=O)CN1C(=O)NC2(CCCCCC2)C1=O | ? | nt
Cc1cccc(-c2noc(-c3cc4ccccc4oc3=O)n2)c1 | 11.4% | -2.6
Cc1cc(C)cc(N(CC(=O)NC2CCCC2)C(=O)CCC(=O)Nc2nc(C)cs2)c1 | i | 17.9
c1csc(-c2cn3c(n2)SCC3)c1 | 9.1% | 17.4
COCc1ccc(C(=O)OC(C)C(=O)Nc2c(C)n(C)n(-c3ccccc3)c2=O)cc1 (stereo not given) | ? | nt
CCCCn1nc2cc(C(=O)NCc3ccc(OC)cc3)ccc2c1OCC | -10.4% | -2.9
COCCCNC(=O)c1cc(OC)c(OC)c(OC)c1 | 16.4µM* | -1.9*
Cc1occc1C(=O)NCCc1cccc(Cl)c1 | ? | nt
Cc1c(C)c2cc(Cl)c(O)c(CN3CCCC(C)C3)c2oc1=O (stereo not given) | ? | nt
SMILES | Lipid storage S3 | Lipid storage S3 cell count max
CC1CCCN(c2ccc([N+](=O)[O-])cc2C(=O)c2ccccc2)C1 (stereo not given) | ? | nt
COc1ccc2c(c1)CCc1c-2n[nH]c1C(=O)NCCC(C)C | ? | nt
COc1ccc(N2C(=O)C(C)(C)C2c2c(O)ccc3ccccc23)cc1 (stereo not given) | ? | nt
O=C(N/N=C/c1ccncc1)c1cc2ccccc2cc1O | i | 5.2
CC(C)CCNC(=O)c1cc(S(=O)(=O)N2CCc3ccccc32)cn1C | i | 4.9
COc1ccccc1CN(C)C(=O)c1ccc(S(=O)(=O)NCc2ccco2)cc1 | ? | nt
COc1ccc([N+](=O)[O-])cc1NC(=O)C(C)OC(=O)c1cccnc1 (stereo not given) | ? | nt
O=c1[nH]cc(N=Cc2cc([N+](=O)[O-])ccc2O)c(=O)[nH]1 | ? | nt
COc1ccc(NC(=O)NNc2cc(N3CCOCC3)nc(N3CCOCC3)n2)cc1 | 15.3% | nt
CCOc1ccc(/C=N/n2nnnc2N)cc1O | -6.3% | 23.4
O=c1oc2ccccc2c2c1C(O)CO2 (stereo not given) | 3.1% | 10.9
COc1ccc(-c2nc3ccccc3c(=O)n2NC(=O)Cc2ccccc2)cc1 | ? | nt
O=C(COC(=O)c1ncc(Cl)c(Cl)c1Cl)c1ccc(Cl)s1 | ? | nt
COc1ccc(C2C(C#N)=C(N)SC(N)=C2C#N)cc1OC | i | nt
CN(C(=O)C1CCCO1)c1nnc(-c2ccccn2)s1 (stereo not given) | ? | nt
Cc1ccccc1NC(=O)COC(=O)c1cc(=O)c2ccccc2o1 | ? | nt
Cc1ccc(CN2C(=O)S/C(=C\c3ccccc3OCC(=O)O)C2=O)cc1 | i | nt
CC(=O)Nc1ccc(S(=O)(=O)NCC2CCC(C(=O)N3CC(C)CC(C)C3)CC2)cc1 (stereo not given) | -1.3% | 13.9
CN(C)C1=NC[C@H](Cc2ccccc2)N1CC1CCCCC1 | ? | nt
COc1ccc(CCNC(=O)CSc2nnc(NC(C)=O)s2)cc1OC | ? | nt
COC(=O)c1cc(S(=O)(=O)N2CCC(c3ccccc3)C2)c[nH]1 (stereo not given) | 16.9% | -1.1
CCC(OC(=O)CCc1nc2ccccc2[nH]c1=O)C(=O)c1ccccc1 (stereo not given) | ? | nt
C/C=C\C=C/C(=O)Nc1cccc(C2=NOC3(C2)C[C@H](C(N)=O)N(C(=O)CC)C3)c1 (stereo not given in full) | -0.3% | 28.5
CC(=O)N1CCc2cc(S(=O)(=O)NC(C(=O)Nc3ccc4c(c3)OCCO4)C(C)C)ccc21 (stereo not given) | i | 5.7
COc1ccc(OC)c(/C=N/NC(=O)c2cc(-c3ccc(C)o3)nc3ccccc23)c1 | 18.1% | 17.8
SMILES | Lipid storage S3 | Lipid storage S3 cell count max
CCC(C)c1ccc(S(=O)(=O)N2CCN(S(=O)(=O)c3ccc(NC(C)=O)cc3)CC2)cc1 (stereo not given) | ? | nt
CCc1ccc(C(=O)COC(=O)c2cccnc2Cl)cc1 | ? | nt
CC(C)(C)n1nnnc1C(c1cccnc1)N1CCN(c2ccccn2)CC1 (stereo not given) | -0.4% | -2.8
COCCCN1C(=O)c2ccc(C(=O)O)cc2C1=O | ? | nt
CC(C)Nc1oc(Cc2cccc3ccccc23)nc1C#N | 12.0% | 1.3
O=C(c1ccc(COc2ccccc2Cl)o1)N1CCCC1 | ? | nt
O=C(Cc1ccccc1[N+](=O)[O-])N1CCN(c2ccc(F)cc2)CC1 | -4.3% | -6.2
CCCCc1ccc(NC(=O)N2CCN(c3cc(C)nc4ccccc34)CC2)c(C)c1 | -2.7% | -2.5
COc1ccc([C@H]2CC(=O)C=C(c3cc(C(F)(F)F)cc(C(F)(F)F)c3)C2)cc1 | ? | nt
CC(=O)Nc1ccc(NC(=O)CSc2nc3ccccc3o2)cc1 | 7.1% | 14.5
COc1ccc(-c2nnn(Cc3ccccc3)n2)cc1 | -5.8% | -7.7
COc1cc(NC(=O)c2ccc(C)cc2)c(OC)cc1NC(=O)CN1CCOCC1 | ? | nt
CCOc1ccc(CNCCc2ccc(S(N)(=O)=O)cc2)cc1 | 0.0% | -0.7
O=C(c1ccccc1)c1cccn1CC(=O)N1CCN(c2ccc(F)cc2)CC1 | i | -29.2
Cc1cc(NC(=O)Cn2nnc3sc4c(c3c2=O)CCCC4)no1 | ? | nt
Cc1cc(C)c(-c2csc(NC(=O)/C=C/c3cccs3)n2)c(C)c1 | 16.4µM* | -27.5*
CN(C)C(=O)CCc1nc2sc3c(c2c(=O)[nH]1)CCCC3 | i | nt
O=C(CNc1cccc2ccccc12)N/N=C/c1ccc(OC(=O)/C=C/c2ccco2)cc1 | 5.6% | 0.2
CCc1ccc(OCCn2ccnc2)cc1 | 12.1% | -22.2
CCCC(=O)Nc1cccc(NC(=O)c2ccc([N+](=O)[O-])cc2Cl)c1 | -13.5% | 10.2
CCSc1nc2ccccc2c(=O)n1CCc1ccc(OC)c(OC)c1 | ? | nt
CCN(C(=O)COC(=O)C1CCN(S(=O)(=O)c2c(Cl)cccc2Cl)CC1)C1CCCCC1 | i | 15.0
COc1ccc(NC(=O)Nc2c(SC)nsc2SC)cc1 | ? | nt
Cc1cc(/C(N)=N/OC(=O)Nc2ccccc2)no1 | -0.2% | 22.2
CN(C)C(=O)c1ccccc1NC(=O)Cc1cccc2ccccc12 | i | 19.9

Four entries out of the list, ordered by number of heavy atoms, largest number first.
SMILES | Lipid storage S3 | Lipid storage S3 cell count max
CCN(C(=O)COC(=O)C1CCN(S(=O)(=O)c2c(Cl)cccc2Cl)CC1)C1CCCCC1 | i | 15.0
CCCC(=O)Nc1cccc(NC(=O)c2ccc([N+](=O)[O-])cc2Cl)c1 | -13.5% | 10.2
Cc1cc(NC(=O)Cn2nnc3sc4c(c3c2=O)CCCC4)no1 | ? | nt
CN(C)C(=O)CCc1nc2sc3c(c2c(=O)[nH]1)CCCC3 | i | nt

Continuation:
SMILES | Lipid storage S3 | Lipid storage S3 cell count max
O=C(Nc1cc(=O)[nH]c2ncnn12)c1ccccc1F | ? | nt
O=C(NCCc1c[nH]c2ccccc12)c1ccc2nc[nH]c2c1 | ? | nt
COc1cc2c(cc1OC)C(c1cc([N+](=O)[O-])ccc1O)NCC2 (stereo not given) | 10.8% | -1.6
Cc1cccc(NC(=S)N/N=C/C(C)c2ccccc2)c1C (stereo not given) | ? | nt
CCOc1ccc(N(CC(=O)NC2CCCC2)S(=O)(=O)c2ccccc2)cc1 | 2.59µM* | -7.1*
CCn1c(CNC(=O)c2ccco2)nnc1SCC(=O)Nc1ccccc1Cl | ? | nt
CCCCOc1ccc(C(=O)OCC(=O)Nc2cc(C)c(C)cc2[N+](=O)[O-])cc1 | 10.6% | 12.1
O=C1c2ccccc2S(=O)(=O)N1CCOc1ccc(F)cc1 | 15.9% | -9.7
CCOC(=O)c1sc2nccc(OC)c2c1N=CN(C)C | ? | nt
CCN1C(=O)C(O)(C2COC(C)(C)CC2=O)c2ccccc21 (stereo not given) | 0.1% | 2.5
COc1ccc(C=O)cc1CSc1ncccc1C(=O)O | 20.0% | 23.2
O=C(Cc1ccc(S(=O)(=O)N2CCCC2)s1)Nc1nc2c(s1)CCCC2 | ? | nt
O=S(=O)(c1ccccc1F)N1CCC(c2nc3ccccc3[nH]2)CC1 | ? | nt
COc1ccc(N(C(=O)c2cccnc2)S(=O)(=O)c2ccc(Cl)cc2)cc1 | i | 19.6
O=C(c1cn(Cc2ccccc2)nc1-c1ccccc1)N1CCN(c2ccccn2)CC1 | ? | nt

The list is partial, so the mix of outcomes need not match the whole.
